GALR2 blocker = GALR2 (human) receptor antagonism. O43603. GALR2-expressing cells, antagonist mode. inhibition, % at 4 µM. 140,000 tested, 0.39% active; in the data active means inhibition above about 27%;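 further: cells stimulated with galanin 1-16 at roughly its EC80; 0% = agonist challenge control and 100% = basal control without agonist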
Target sequence (O43603 whole entry, looked up): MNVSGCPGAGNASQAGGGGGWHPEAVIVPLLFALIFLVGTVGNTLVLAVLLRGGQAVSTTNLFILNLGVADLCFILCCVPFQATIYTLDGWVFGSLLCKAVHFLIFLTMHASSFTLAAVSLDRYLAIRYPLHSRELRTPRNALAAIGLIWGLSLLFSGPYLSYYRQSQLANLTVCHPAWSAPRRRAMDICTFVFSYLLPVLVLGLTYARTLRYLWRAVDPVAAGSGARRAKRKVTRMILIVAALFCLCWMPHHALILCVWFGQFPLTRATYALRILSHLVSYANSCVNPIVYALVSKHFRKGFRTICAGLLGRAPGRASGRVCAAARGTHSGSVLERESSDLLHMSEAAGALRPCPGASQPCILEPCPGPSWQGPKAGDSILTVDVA
Yeast growth inh = chemicals that inhibit yeast BB579 growth in restrictive medium (lifespan-shortening candidates); S. cerevisiae BB579 growth, OD615, 48 h; inhibition, % at 10 µM; 140,000 tested, 0.51% active; AID 804;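 active means inhibition above a set limit, 3 SD over the mean compound inhibition, cut at about 44% in these data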; further: inactives centre near -24
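System: DeaD yeast strain BB579; buffer or medium: CSMM-D dextrose restrictive medium; technique: OD at 615 nm; schedule: 4 h cell preincubation, 48 h compound exposure, 30 °C humidified; doses: single 10 µM dose; controls: amphotericin B 10 µg/mL, positive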
bCat KO growth = beta-catenin-lacking colon tumor cell growth suppression; AID 818; HCT116 beta-catenin knockout viability, CellTiter-Glo, 60 h; stronger effect = lower value; viability, % at 10 µM; 140,000 tested, 1.5% active;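 active means viability at or under a set limit, the compound median less 4 SD, cut at about 6% in these data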;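 further: 0% = Hyamine 1622 control at 20 µM and 100% = untreated cell control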
Measles CPE = protection of cells from measles virus; protection (pct of control), % at 4 µM; AID 841; 140,000 tested, 1.5% active; Measles virus-infected cells, CPE protection, absorbance; in the data active means protection mostly above about 24%, no sharp cut-off; inactive means mostly below about 26%; further: some compounds called inactive have numbers as strong as hits
NPY Y2 blocker = blocks the human neuropeptide Y Y2 receptor; NPY-Y2 expressing cells, antagonist mode; AID 793; P49146; inhibition, % at 2.7 µM; 140,000 tested, 0.99% active; in the data active means inhibition above about 17%;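 further: 0% = vehicle with agonist challenge and 100% = reference antagonist with challenge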
Target sequence (P49146 whole entry, looked up): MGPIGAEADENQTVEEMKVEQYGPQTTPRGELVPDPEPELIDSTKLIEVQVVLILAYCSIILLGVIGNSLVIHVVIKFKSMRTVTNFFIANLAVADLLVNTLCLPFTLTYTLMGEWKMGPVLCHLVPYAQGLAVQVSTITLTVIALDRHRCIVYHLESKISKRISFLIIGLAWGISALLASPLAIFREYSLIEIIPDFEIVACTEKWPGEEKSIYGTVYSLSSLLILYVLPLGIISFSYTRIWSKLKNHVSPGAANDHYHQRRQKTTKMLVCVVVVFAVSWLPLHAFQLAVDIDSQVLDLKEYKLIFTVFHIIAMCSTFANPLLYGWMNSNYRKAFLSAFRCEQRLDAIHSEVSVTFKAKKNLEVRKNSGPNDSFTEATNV
MRP-1 activ = activators of MRP-1 | H69AR cells + doxorubicin, viability rescue, CellTiter-Glo | 140,000 tested, 0.61% active | viability increase, % at 10 µM | AID 799;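 active means viability gain under doxorubicin at or above a set limit, the compound median plus 3 SD, cut at about 4.7% in these data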;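 further: MRP-1 overexpressing cells given doxorubicin 25 µM after compound pretreatment; 18-22 h compound pretreatment then 72 h with doxorubicin before readout; 0% = doxorubicin-only wells and 100% = vehicle-treated cells without doxorubicin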
HCT116 PTEN-null = suppresses growth of cells with PTEN deletion. HCT116 PTEN-null viability, CellTiter-Glo, 60 h; stronger effect = lower value. viability, % at 10 µM. 140,000 tested, 1.2% active;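 active means viability at or below a set limit, 4 SD under the median of all tested compounds, cut at about 3.7% in these data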;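 further: PTEN knockout HCT116 line with beta catenin targeted HCT116 as companion control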
Phagocytosis inh = blocks phagocytosis by macrophages; 110,000 tested, 0.07% active; inhibition, % at 5 µM; J774A.1 macrophage IgG-bead phagocytosis, imaging; AID 1029;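 active means inhibition above the mean of the plate negative controls plus 5 SD, cut at about 13% in these data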;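 further: phagocytic index as fraction of beads internalized from green versus red external bead signal; plate controls were DMSO negative control for no effect and cytochalasin-D positive control for full effect; some results beyond the cut were filed as inactive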
Yeast life ext = extends the lifespan of yeast. S. cerevisiae growth with nicotinamide, OD615; deaD strain in restrictive glucose medium. inhibition of the nicotinamide effect, % at 10 µM. 130,000 tested, 0.68% active;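 active means inhibition above a set limit, placed 3 SD over the median of all compounds, cut at about 26% in these data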;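 further: 0% = nicotinamide-treated wells and 100% = cells grown without nicotinamide; some compounds called inactive have numbers as strong as hits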
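System: DeaD-strain S. cerevisiae / Buffer or medium: CSMM-D, restrictive glucose (dextrose) synthetic minimal medium / Probe or stimulus: nicotinamide, 1.5 mM, co-present with compound / Compound: one concentration, 10 µM, DMSO 0.25% / Incubation: 48 h compound exposure at 30 °C, humidified / Technique: optical density (absorbance) at 615 nm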
E-sel TNF inh = blocks E-selectin expression induced by TNF alpha; AID 1246; HUVEC TNFa-induced E-selectin immunofluorescence, high content; inhibition, % at 2 µM; 120,000 tested, 0.71% active;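 active means inhibition above the batch mean plus 3 SD, and confirmed as a hit on visual image review, cut at about 43% in these data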;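 further: 0% = TNF-stimulated DMSO wells and 100% = unstimulated control wells; not every result past the cut was called active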
An asterisk follows results filed as active; / = no result given.

compound,Yeast growth inh,HCT116 PTEN-null,GALR2 blocker,Phagocytosis inh,Measles CPE,E-sel TNF inh,Yeast life ext,bCat KO growth,MRP-1 activ,NPY Y2 blocker
O=C(NNC(=O)c1ccccc1Br)c1ccc(SCC2CCCO2)c([N+](=O)[O-])c1 (stereo unspecified),-17,89,15,/,4,-7,-15,82,-2.4,-3
C1CCN(c2nc(N3CCCC3)nc(N3CCNCC3)n2)C1,-31,51,6,-1,3,-9,-5,62,-4.7,3
c1cnn(-c2cc(N3CCOCC3)ncn2)c1,-18,86,-4,-1,8,-3,-24,83,-3.3,3
CNc1nc(N/N=C/c2ccc([N+](=O)[O-])cc2)nc(Nc2ccccc2)n1,-24,89,6,1,3,/,1,97,0.0,4
COc1cccc(S(=O)(=O)NCc2ccc(C(=O)Nc3ccc(Cl)c(Cl)c3)cc2)c1,1,70,-4,2,11,-6,-12,84,1.1,1
CN(C)/C=C/C(=O)/C=C/c1cn(-c2ncc(C(F)(F)F)cc2Cl)c2ccccc12,-34,15,2,0,3,-11,-9,24,-1.4,0
Clc1cncc(Cl)c1N/N=C/c1ccncc1,-57,64,8,3,21,27,-5,61,-4.3,1
CC1CN(C(=O)C(C)N2C(=O)c3ccccc3C2=O)CC(C)O1 (stereo unspecified),-13,87,-3,0,6,-40,-2,93,-1.5,2
CC(=O)/C=C/n1c(=S)oc2ccccc21,21,5,42*,6,1,/,39*,5.3*,-5.0,3
CCO/C(C)=N/n1c2nc3ccccc3nc2c2c(=O)n(C3CCCC3)c(C)nc21,-33,83,1,0,5,-10,-10,87,-2.2,0
O=C(CN1CCN(S(=O)(=O)c2ccc(Cl)cc2)CC1)Nc1ccc(N2CCOCC2)cc1,-19,89,-9,-15,10,/,-6,89,-2.8,0
CCOc1cc2c(C#N)c(N3CCOCC3)nc(N)c2c(N)n1,-19,83,/,0,4,/,-22,87,-4.0,/
O=C(Nc1nc(-c2ccc(-c3ccccc3)cc2)cs1)c1cnccn1,-19,64,0,-2,8,/,3,63,-0.1,3
C/C(CC1CC(COCCC(C)C)OC1=O)=N\NC(N)=S (stereo unspecified),-10,109,2,/,4,-6,0,107,-1.8,-1
Cc1cccc(CC2CC(=O)N(C3CCCCC3)C2=O)c1 (stereo unspecified),-48,93,14,/,6,4,2,93,-0.8,2
COc1ccc(S(=O)(=O)Nc2ccc(S(=O)(=O)N3CCCC3)cc2)cc1,-58,100,1,-1,30,8,-5,106,-0.6,2
O=[N+]([O-])c1ccccc1-c1cc(-c2ccccc2O)n[nH]1,-26,57,24,/,4,/,-7,59,-3.2,-3
O=c1cc(-c2ccccc2)nc2nc(COc3ccccc3)[nH]n12,-28,97,14,0,3,-10,-3,94,-1.7,1
O=C(NCc1ccccc1)c1n[nH]nc1-c1ccccc1O,-29,97,10,1,10,58*,/,87,2.3,1
COC1=C(Nc2ccccc2)C(=O)c2ccccc2C1=O,9,18,-23,7,8,/,-8,12,-6.0,-1
COC(=O)C1=C(C)NC(C)=C(C(=O)OC)C1C(=O)OC1CCCCC1=O (stereo unspecified),-2,95,-12,-1,6,5,-29,91,-3.8,1
CCCC12CN3CC(C)(CN(C1)C3c1ccc3c(c1)OCO3)C2=O (stereo unspecified),18,91,-1,-3,42,-3,-4,96,-2.2,1
Cc1ccc(-n2c(N)c(C(N)=O)sc2=S)cc1,-20,100,-10,3,12,-8,-6,88,-1.8,1
COc1ccc(CNCCC(c2ccccc2)c2ccc3c(c2)OCO3)cc1 (stereo unspecified),8,22,2,/,5,/,-13,10,-6.6,17*
Cc1ccc(S(=O)(=O)Nc2cc(C(F)(F)F)ccc2N2CCOCC2)cc1,-17,30,6,-4,4,/,2,30,-2.9,1
COc1cccc(CN2CCCN(S(=O)(=O)c3ccc(Br)cc3)CC2)c1,-30,81,-5,0,2,18,12,80,-4.3,3
O=C(Nc1ccc2nc(-c3ccc(Br)o3)[nH]c2c1)c1cccs1,-20,70,11,3,4,2,0,84,-2.7,6
CCOC(=O)CC(=O)CSc1nc(C)cc(C)c1C#N,-43,100,5,0,10,-24,-9,87,-1.3,3
CCCCOCCCNC(=O)N[C@@H](CC(C)C)C(=O)O,-68,109,9,-6,16,/,0,93,-0.5,1
COc1ccc(/C=C/C(=O)OCC(=O)Nc2cccc(C(C)=O)c2)cc1,-27,91,-15,-4,29,/,-4,92,-2.0,10
CCn1c(CSc2nc3ccccc3s2)nnc1SCC(=O)NCC(=O)OC,-1,95,1,/,14,-6,-3,91,-1.8,3
CN(Cc1nc(-c2ccncc2)no1)S(=O)(=O)c1ccc(Br)cc1,-51,90,-5,0,30,-16,1,91,-1.1,3
CCN(CC)C(=O)C1CCCN(Cc2ccc(OC)c(C)c2C)C1 (stereo unspecified),-16,86,2,-1,19,5,2,89,0.3,5
CCOC(=O)N1CCC(N2C(=O)c3cc(C(=O)NC4CCCCC4)ccc3C2O)CC1 (stereo unspecified),-5,86,0,1,1,/,-4,86,-4.2,7
Cc1cc(C)c(S(=O)(=O)c2ccccc2)c(OC(=O)c2c(Cl)cc(Cl)cc2Cl)n1,-84,91,-5,-2,13,-41,0,89,-1.5,9
Cc1ccc(-n2ncc3c(=O)n(CC(=O)NCC4CCCO4)cnc32)cc1 (stereo unspecified),-36,97,6,/,37,15,-14,84,-0.6,2
Cc1cc2n(n1)C(c1ccco1)Nc1ccccc1-2 (stereo unspecified),-43,103,-13,-2,9,/,-28,109,-0.1,0
O=C(Nc1ccc(F)cc1)NC1(C(=O)NCc2ccc3c(c2)OCO3)CCCCC1,8,85,14,/,2,-5,/,76,-0.8,2
CC(C)(C)NCC(O)COCc1ccc(Cl)cc1 (stereo unspecified),-23,99,-14,-2,13,11,-4,85,-3.3,0
O=C(CCn1nc(-c2ccc(Cl)cc2)c2ccccc2c1=O)NCC1CCCO1 (stereo unspecified),-37,102,-7,3,13,6,-6,86,-0.7,-2
Cc1cc(C(=O)CSc2nnc(NCc3ccccc3)s2)c(C)n1C,-11,41,10,1,4,5,-5,38,-4.2,3
COc1ccc(C2C(C(=O)N3CCCCC3)CCC(=O)N2c2cc(OC)c(OC)c(OC)c2)cc1 (stereo unspecified),-29,91,-8,/,8,3,-2,89,-2.1,5
C/C(=N/NC(=O)c1sc(NS(=O)(=O)c2ccccc2)nc1C)c1ccc(F)cc1,-20,92,2,-3,24,/,-2,86,-0.5,0
Cc1csc(NC(=O)CSc2nnc(C)n2Cc2ccco2)n1,-4,98,-2,-2,20,1,-16,103,-0.7,5
CN(C)c1ccc(-c2noc(C3CCN(S(=O)(=O)c4cccc(Cl)c4)CC3)n2)cc1,-27,83,12,1,10,0,-4,88,-2.5,1
Cc1nn(CC(=O)N2CCN(Cc3ccccc3)CC2)c(=O)c2ccccc12,-13,93,8,0,0,-14,-14,90,-1.5,4
COc1cc2c(cc1OC)CN(C(=S)Nc1ccccc1)CC2,19,88,3,/,4,/,-14,97,0.9,-2
CCOC(=O)CC(=O)CSc1nc2c(cc1C#N)CCCCCC2,-55,103,/,0,5,/,-11,95,-1.5,/
CC1Cc2nc(SCC(=O)c3ccccc3)n(Cc3ccccc3)c(=O)c2S1 (stereo unspecified),-46,88,-5,0,8,-5,-9,79,-1.4,6
CC(=O)c1c(N2CCN(Cc3ccccc3)CC2)[nH]c(-c2ccccc2)nc1=S,-46,91,-5,-1,1,-38,2,93,-0.7,6
Cc1onc(-c2c(Cl)cccc2Cl)c1C(=O)N/N=C(\N)COc1ccc(Cl)cc1,-38,9,10,0,21,4,-14,5.9*,-1.9,-1
CCSc1nnc(-c2ccc(C)cc2)c2ccccc12,-13,73,-2,-6,5,/,4,74,5.6*,4
O=C1C2(CCC13COC(c1ccc(O)cc1)OC3)COC(c1ccc(O)cc1)OC2 (stereo unspecified),-24,82,-13,/,15,-66,-2,74,-3.1,5
CCOC(=O)c1c(N)sc(C(=O)N2CCCCC2)c1C,-49,97,-10,/,8,-2,/,95,0.6,5
O=C(c1cccc(C(F)(F)F)c1)N1CCOC12CCN(c1ncc(C(F)(F)F)cc1Cl)CC2,-38,50,-12,2,13,/,-5,44,-2.2,5
COC(=O)/C=C/C(=O)N1CCN(c2ccccc2C)CC1,-17,73,2,-7,12,9,0,72,-4.3,0
O=C(Nc1ccccc1N1CCN(c2ccc(F)cc2)CC1)C12CC3CC(CC(C3)C1)C2,-19,72,-16,/,4,-31,/,64,-1.1,2
CCN(CC)S(=O)(=O)c1cccc(NC(=O)Nc2cccc(C(F)(F)F)c2)c1,-24,3.2*,16,/,22,10,-3,4.2*,-4.4,-1
COc1ccc(Cn2c(C3CC3)nc3ccc(NC(C)=O)cc3c2=O)cc1,-42,90,-3,2,9,10,6,91,0.6,5
CC(C)CC(=O)NNC(=O)C(C)C,-25,100,-1,-17,3,/,7,102,-1.6,0

Other compounds follow:
compound,Yeast growth inh,HCT116 PTEN-null,GALR2 blocker,Phagocytosis inh,Measles CPE,E-sel TNF inh,Yeast life ext,bCat KO growth,MRP-1 activ,NPY Y2 blocker
Cc1ccc(S(=O)(=O)NC(C)C(=O)Nc2ccccc2C(=O)N2CCCC2)cc1 (stereo unspecified),-20,102,9,-1,3,29,-13,103,-1.1,-2
CC(=O)Nc1nc(C(=O)Nc2c(C)n[nH]c2C)cs1,-24,126,5,2,3,-4,-11,104,0.3,0
COc1ccccc1NC(=O)CSC(N)=O,-6,99,-14,0,8,4,-2,97,5.6*,-1
COc1ccc(/C=C2\C(=O)NC(=S)N2C(=O)c2ccc(F)cc2)cc1,-37,84,8,-7,5,28,0,82,-5.9,5
CC1CCN(S(=O)(=O)c2ccc3[nH]c(=O)cc(C(=O)O)c3c2)CC1,-8,105,-11,-1,3,-1,-11,93,0.0,-2
Cc1ccc(C(=O)N[C@H](C(=O)OCC(=O)NC2CCS(=O)(=O)C2)C(C)C)cc1 (stereo partly specified),-14,97,3,-7,9,/,0,84,-2.2,-1
COc1cccc(C2Cc3ccccc3C(=O)O2)c1 (stereo unspecified),-7,92,-11,-1,0,/,-2,84,0.2,3
COC(=O)c1c(NC(=O)c2cccnc2)sc(C(=O)N(C)C)c1C,-22,90,2,-3,14,/,5,91,-1.3,1
Cc1csc(NC(=O)CSc2nnc(-c3cc(C)on3)o2)n1,9,110,5,-4,22,/,4,99,0.9,-2
C#CCN(C)CC/C=C1\c2ccccc2CSc2ccccc21,-21,58,6,/,10,13,/,65,-4.4,2

Bioassay records as filed in PubChem.
